Bioassay records as filed in PubChem BioAssay.
MT1-MMP act inh: blocks activation of human MT1-MMP; AID 651647; HT1080 RFP-PRO-GFP cells, GFP/RFP ratio fluorescence, overnight; percent of plate control window, DMSO zero; 360,000 compounds, 0.061% hits; P50281; GFP/RFP ratio change, % at 20 µM;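 active = GFP/RFP ratio change of at least 30% with cell ATP level not reduced by more than half and red fluorescence within 50% of control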; also: strong numbers were not always called active
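Assay system: HT1080 cells carrying an RFP-PRO-GFP reporter | Dosing: Single dose of 20 µM compound, 1% DMSO final | Incubation: Cells overnight before dosing, compound overnight, 37 °C, 5% CO2 | Evaluation: GFP/RFP fluorescence ratio | Control set: DMSO and RFP-L50D-GFP cell wells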
Rin1 Abl inh: human Rin1-Abl interaction inhibition; AID 588664; TR-FRET Rin1/Abl binding, biochemical; inhibition, % at 7.35 µM; 360,000 compounds, 0.4% hits; in the data active = inhibition above about 5%, passing the limit was not always enough
bovine MsrA act: activators of bovine methionine sulfoxide reductase A; purified bovine MsrA, absorbance read-out; activation, % at 10.6 µM; 360,000 compounds, 0.3% hits; AID 602163; in the data active = activation above about 7.5%;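 also: 0% = vehicle and 100% = reference activator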
MsrA inh: bovine MsrA inhibition. purified bovine MsrA, absorbance read-out. inhibition, % at 15.5 µM. 360,000 compounds, 0.75% hits; in the data active = inhibition above about 4.5%;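 also: 0% = vehicle wells with enzyme and 100% = reference inhibitor wells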
CSN deneddyl inh: blocks human CSN-mediated cullin deneddylation. Q92905. Purified CSN, SCF-Nedd8-OG deneddylation, fluorescence polarization. inhibition, % at 12.5 µM. 360,000 compounds, 0.38% hits;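 active = pattern-corrected inhibition above about 35%, with an unprinted fluorescence ratio check between 0.5 and 1.5, limit read from the data, passing the limit was not always enough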;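 also: 0% = enzyme with substrate and 100% = substrate without enzyme; some results filed as inactive read as strong as hits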
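Assay system: purified human Csn5 enzyme expressed in HEK293T cells; Input: 0.24 nM Csn5 enzyme, final concentration; Reagent: 10 nM SCFSkp2-Nedd8OG; Compound dosing: 12.5 µM single point; Times: reaction 90 min, room temperature; Technique: fluorescence polarization readout.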
Rpn11 inh: blocks the human proteasome subunit Rpn11 | calls only at 20 µM | AID 588493 | human 26S proteasome, Ub4-pepOG fluorescence polarization; 20S core pre-blocked with epoxomicin | O00487 | 360,000 compounds, 0.59% hits;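 active = inhibition at 20 µM, scaled to each plate's controls, above about 33%, limit read from the data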
Target sequence (O00487 whole entry, looked up): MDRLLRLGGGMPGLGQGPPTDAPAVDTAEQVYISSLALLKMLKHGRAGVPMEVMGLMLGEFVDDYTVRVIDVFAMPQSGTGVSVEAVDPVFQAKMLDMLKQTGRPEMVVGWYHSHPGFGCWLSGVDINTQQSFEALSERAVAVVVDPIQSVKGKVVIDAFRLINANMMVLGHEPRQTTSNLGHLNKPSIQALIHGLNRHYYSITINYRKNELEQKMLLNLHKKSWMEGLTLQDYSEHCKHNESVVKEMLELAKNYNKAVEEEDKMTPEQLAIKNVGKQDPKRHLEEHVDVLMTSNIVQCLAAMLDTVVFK
eLon inh: E. coli protease La inhibition. AID 602123. purified E. coli Lon protease, fluorescence polarization. inhibition, % at 7.94 µM. P0A9M0. 360,000 compounds, 0.42% hits; in the data active = inhibition above about 13%, passing the limit was not always enough;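 also: 0% = enzyme with probe and DMSO and 100% = no enzyme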
PABP1 MLLE inh: inhibitors of microRNA-mediated deadenylation, human PABP1 MLLE binding | P11940 | GST-MLLE / FITC-PAM2 fluorescence polarization | inhibition, % at 20 µM | 360,000 compounds, 0.36% hits | AID 588489; in the data active = inhibition above about 35%, passing the limit was not always enough;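 also: plate controls were DMSO wells with GST-MLLE for no effect and wells lacking GST-MLLE protein for full effect; some results filed as inactive read as strong as hits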
Target sequence (P11940 whole entry, looked up): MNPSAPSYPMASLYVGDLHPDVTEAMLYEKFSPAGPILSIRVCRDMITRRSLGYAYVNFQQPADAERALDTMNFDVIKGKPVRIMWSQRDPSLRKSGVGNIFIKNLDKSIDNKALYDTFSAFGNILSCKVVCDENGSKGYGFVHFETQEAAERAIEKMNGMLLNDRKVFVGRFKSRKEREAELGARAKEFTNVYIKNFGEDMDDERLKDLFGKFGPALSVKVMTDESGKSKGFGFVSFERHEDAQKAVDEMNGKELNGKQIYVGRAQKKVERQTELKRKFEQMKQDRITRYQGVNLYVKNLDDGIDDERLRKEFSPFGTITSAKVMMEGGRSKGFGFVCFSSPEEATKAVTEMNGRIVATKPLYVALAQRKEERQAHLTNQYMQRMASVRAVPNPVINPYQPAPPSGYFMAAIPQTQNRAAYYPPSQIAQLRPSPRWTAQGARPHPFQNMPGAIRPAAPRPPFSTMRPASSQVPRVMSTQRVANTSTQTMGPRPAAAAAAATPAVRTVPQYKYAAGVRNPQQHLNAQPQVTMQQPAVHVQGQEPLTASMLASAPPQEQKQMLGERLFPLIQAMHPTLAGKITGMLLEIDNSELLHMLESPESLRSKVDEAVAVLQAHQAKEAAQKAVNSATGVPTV
FAS TE block: blocks the thioesterase domain of human fatty acid synthase; recombinant FAS-TE, OMFH fluorogenic substrate, fluorescence endpoint; inhibition, % at 15 µM; 360,000 compounds, 0.67% hits;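 active = compounds whose normalised, plate-corrected inhibition of enzyme fluorescence in the single-dose primary screen is 50% or more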;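 also: 0% = DMSO with enzyme and 100% = substrate without enzyme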
* = called active by the depositor; i = inactive; / = no result given.

SMILES	MT1-MMP act inh	Rin1 Abl inh	bovine MsrA act	MsrA inh	CSN deneddyl inh	Rpn11 inh	eLon inh	PABP1 MLLE inh	FAS TE block
C[C@@H]1CN([C@@H](C)CO)C(=O)c2cc(NC(=O)C3CC3)ccc2O[C@@H]1CN(C)C(=O)NC1CCCCC1	-3	8	-2	0.7	-1	i	4	-14	-9
CCc1ccc(CN(C)C(=O)c2cc(S(=O)(=O)N3CCOCC3)ccc2N2CCCC2)cc1	2	2	-2	2.0	1	i	-7	6	6
Cc1cccc(NC(NC(=O)c2ccccn2)C(Cl)(Cl)Cl)c1 (stereo not given)	1	1	-2	0.6	2	i	11	-6	1
O=C(NCCN1C(=O)S/C(=C\c2cccc(Cl)c2Cl)C1=O)C1=COCCO1	2	-5	-6	0.1	10	i	-16	-8	22
Cc1ccc(N2CCN(/N=C/c3c(C)nn(-c4ccccc4)c3Cl)CC2)cc1	6	-1	-3	0.4	-8	i	11	10	0
CC(C)c1ccc(NC2CCCN(C(=O)CN3CCCC3=O)C2)cc1 (stereo not given)	5	2	0	-1.2	-5	i	-1	6	-2
CCN(CC)C(=O)c1cccc(-c2csc(C(O)c3cccc(OC)c3)n2)c1 (stereo not given)	-6	0	4	-1.1	0	i	-14	2	-5
Cc1ccc(C)c(NC(=S)N2CCC(NC(=O)c3cccc(F)c3)CC2)c1	1	5	-4	-0.6	5	i	0	-86	-6
COc1ccc(C=O)cc1Cn1cnc2c(cnn2C)c1=O	-1	-5	-5	0.9	-2	i	10	0	-3
O=C(CN1CCc2ccccc2C1)Nc1ccccc1C(F)(F)F	-4	0	0	1.1	0	i	-5	-12	16
O=C1OCCN1N1CCOC1=O	-1	1	0	-0.3	-2	i	-1	10	0
Cc1ccc(S(=O)(=O)Nc2cccc(S(=O)(=O)Nc3ccccc3C(=O)O)c2)c(C)c1	2	2	0	1.5	0	i	5	3	2
O=C1/C(=C\c2ccc(O)c(O)c2)N=C2CCCCCN12	0	-4	-10	2.1	38*	/	-96	-83	-2
COc1cc(C#N)ccc1OCC(=O)c1ccc2c(c1)OCCO2	0	1	-9	-0.4	0	i	-10	3	9
c1ccc2c(NCC3CCCO3)nc(N3CCCCC3)nc2c1 (stereo not given)	5	0	-5	0.4	-1	i	-14	4	-4
CC(O)(c1cccc(F)c1)c1nc(-c2cccc(C#N)c2)cs1 (stereo not given)	0	0	-5	-1.3	-2	i	-5	-3	27
O=C1Cc2ccccc2Sc2ccc(O)cc21	-1	0	-2	-1.4	-3	i	3	19	1
Cc1cccc(CC(C)NC(=O)c2oc3c(F)cccc3c2C)n1 (stereo not given)	0	3	0	0.4	-3	i	-11	-3	0
Cc1ccccc1-c1cc(C(=O)NCc2ccc3c(c2)OCO3)n(CC2CC(c3cccnc3)=NO2)n1 (stereo not given)	4	4	-12	-0.4	1	i	12	-4	25
COc1ccc(S(=O)(=O)N(C)CC(=O)N2CCCCCC2)cc1	-2	0	-3	1.3	-6	i	-2	-20	-5

7 records drawn at random from those above:
SMILES	MT1-MMP act inh	Rin1 Abl inh	bovine MsrA act	MsrA inh	CSN deneddyl inh	Rpn11 inh	eLon inh	PABP1 MLLE inh	FAS TE block
CC(O)(c1cccc(F)c1)c1nc(-c2cccc(C#N)c2)cs1 (stereo not given)	0	0	-5	-1.3	-2	i	-5	-3	27
O=C1/C(=C\c2ccc(O)c(O)c2)N=C2CCCCCN12	0	-4	-10	2.1	38*	/	-96	-83	-2
Cc1ccccc1-c1cc(C(=O)NCc2ccc3c(c2)OCO3)n(CC2CC(c3cccnc3)=NO2)n1 (stereo not given)	4	4	-12	-0.4	1	i	12	-4	25
COc1ccc(C=O)cc1Cn1cnc2c(cnn2C)c1=O	-1	-5	-5	0.9	-2	i	10	0	-3
O=C1OCCN1N1CCOC1=O	-1	1	0	-0.3	-2	i	-1	10	0
CCN(CC)C(=O)c1cccc(-c2csc(C(O)c3cccc(OC)c3)n2)c1 (stereo not given)	-6	0	4	-1.1	0	i	-14	2	-5
COc1ccc(S(=O)(=O)N(C)CC(=O)N2CCCCCC2)cc1	-2	0	-3	1.3	-6	i	-2	-20	-5

4 of the entries above in order of the MsrA inh value, highest first:
mol	MT1-MMP act inh	Rin1 Abl inh	bovine MsrA act	MsrA inh	CSN deneddyl inh	Rpn11 inh	eLon inh	PABP1 MLLE inh
COc1ccc(S(=O)(=O)N(C)CC(=O)N2CCCCCC2)cc1	-2	0	-3	1.3	-6	i	-2	-20
COc1ccc(C=O)cc1Cn1cnc2c(cnn2C)c1=O	-1	-5	-5	0.9	-2	i	10	0
Cc1ccc(N2CCN(/N=C/c3c(C)nn(-c4ccccc4)c3Cl)CC2)cc1	6	-1	-3	0.4	-8	i	11	10
O=C(NCCN1C(=O)S/C(=C\c2cccc(Cl)c2Cl)C1=O)C1=COCCO1	2	-5	-6	0.1	10	i	-16	-8

Going on with the list.
SMILES	MT1-MMP act inh	Rin1 Abl inh	bovine MsrA act	MsrA inh	CSN deneddyl inh	Rpn11 inh	eLon inh	PABP1 MLLE inh	FAS TE block
CCOc1ncccc1C(=O)OCC(=O)c1cc(OC)ccc1OC	-1	4	-3	1.2	8	i	-4	0	11
Cc1cccc(C)c1NC(=O)CN1CCCC1	0	3	0	-0.6	0	i	-4	2	-5
CCOc1ccc(NC(=S)NCCCN2CCN(C3CCCCC3)CC2)cc1	3	3	-2	0.3	-2	i	1	10	-11
CC(C)(C)c1cc(C(=O)Nc2ccc(F)cc2)n(Cc2ccc(F)cc2)n1	-8	1	-2	0.3	6	i	4	-5	38
COc1cccc(CN2CCNC(=O)C2CC(=O)NC2CCCC2)c1OC (stereo not given)	-3	2	-7	-0.3	0	i	6	23	-6
O=C(NCCc1nnc2ccc(SCC(=O)N3CCOCC3)nn12)c1ccccc1	-3	-1	-2	-0.2	4	i	3	2	-4
CCOc1ccc(-c2cc(C(=O)NN)[nH]n2)cc1	0	-2	-5	-0.4	1	i	6	-20	-9
CC(C)NC(=O)c1ccccc1NC(=O)CCS(=O)(=O)Cc1ccccc1	-3	-3	-3	0.4	-1	i	13	7	-5
CC(C)NS(=O)(=O)c1ccc(OCC(=O)NCc2ccc3c(c2)OCO3)c(Cl)c1	6	0	-1	1.1	1	i	-4	3	8
Cc1c(C=O)c2ccccc2n1CCOc1ccccc1F	2	-2	-2	1.4	-6	i	-5	-6	25
CCn1c(COc2ccccc2Cl)nnc1SCC(=O)Nc1ncccc1C	-2	-2	-9	1.5	-13	i	8	-29	-9
CC(Sc1nnc(C2CC2)n1C1CC1)C(=O)Nc1ccccc1C#N (stereo not given)	-3	2	-1	-0.3	-1	i	0	-2	-6
CCN(CC(=O)Nc1ccccc1OC)C(=O)c1cc(S(=O)(=O)N2CCCCCC2)ccc1OC	0	-4	-1	0.1	-3	i	-12	24	3
COc1cc(C(=S)N2CCOCC2)cc(OC)c1OC(=O)c1cc([N+](=O)[O-])c(C)c([N+](=O)[O-])c1	1	1	-4	-0.3	5	i	-9	15	49
CCOc1ccc2[nH]cc(C(=O)NCCCN3CCOCC3)c(=O)c2c1	5	5	-1	0.6	-5	i	4	-2	-3
CC1(C)C(=O)Nc2ccccc2N1C(=O)CSc1nnc2c(Cl)cc(Cl)cn12	4	-5	-8	-0.1	-15	i	-6	-12	-7
CCN(CC(=O)NCc1ccc(Cl)cc1)C(=O)c1cc(S(=O)(=O)NCc2ccccc2)ccc1C	2	3	-6	0.4	3	i	3	9	14
CCOc1ccc(C2C(C(=O)c3ccc(C)o3)=C(O)C(=O)N2Cc2cccnc2)cc1 (stereo not given)	-3	-3	-2	1.9	-2	i	6	21	11
O=C(O)CSc1c2c(nc3cc(C(=O)Nc4cccc(C(F)(F)F)c4)ccc13)CCC2	-1	-3	-2	1.8	5	i	-5	7	11
Cc1cc(O)ccc1Nc1nc2ccccc2nc1Nc1ccc(O)cc1C	-32	-3	-13	1.1	9	i	-21	-91	-2
C=CCc1c(C)nc2cc(-c3ccccc3)[nH]n2c1=O	-15	3	-2	0.1	-5	i	-1	2	-4
Cc1cc(NC(=O)C(C)SCC(=O)Nc2ccc(C(=O)OC(C)C)cc2)no1 (stereo not given)	-2	-4	-2	-0.4	3	i	2	4	1
Cc1ccc(NC(=O)C2CCCN2C(=O)OCc2ccccc2)c(C)c1 (stereo not given)	-3	3	-4	-0.2	-6	i	-5	8	-2
CC(C)CC(C(=O)Nc1ccccc1)N1C(=O)C2C3C=CC(C3)C2C1=O (stereo not given)	4	3	-17	-1.6	3	i	-8	-3	0
CC1CCc2cc(F)cc3c(O)c(C(=O)NCCN(C)C)c(=O)n1c23 (stereo not given)	0	-2	1	0.5	2	i	-6	4	-2
CCOC(=O)c1oc2cc(O)c(CC)cc2c(=O)c1-c1cscn1	1	-2	6	3.1	0	i	0	8	-8
CN(Cc1ccccc1)C(=O)c1ccc(Nc2nc(C(N)COCc3ccccc3)cs2)nc1 (stereo not given)	9	-1	-1	-0.1	3	i	-10	-30	-14
O=c1cnnc(Nc2cccc(F)c2)[nH]1	-1	-1	-3	1.3	3	i	-8	4	-5
COc1cccc(CN(C(=O)Cn2nnc(-c3ccccc3F)n2)C(C(=O)NC(C)(C)C)c2ccncc2)c1 (stereo not given)	-21	1	-3	-0.3	-4	i	7	0	7
O=C(Nc1ccc(F)cc1)c1nc[nH]c1C(=O)Nc1ccccc1[N+](=O)[O-]	-14	3	4	-0.2	1	i	7	8	-11
CCOC(=O)C1=CCN(S(=O)(=O)c2ccc(C)cc2)C1c1cccs1 (stereo not given)	-4	3	0	0.5	3	i	-6	9	2
CC(Sc1ncn[nH]1)C(=O)Nc1cc(C(F)(F)F)ccc1Cl (stereo not given)	-3	3	-5	-0.9	4	i	8	-7	-66
COC(=O)Nc1ccc(S(=O)(=O)N2c3ccccc3CCC2C)cc1 (stereo not given)	-11	-6	0	0.3	4	i	-1	-6	19

Part of the list above in order of number of heavy atoms, falling.
SMILES	MT1-MMP act inh	Rin1 Abl inh	bovine MsrA act	MsrA inh	CSN deneddyl inh	Rpn11 inh	eLon inh	PABP1 MLLE inh	FAS TE block
Cc1ccccc1-c1cc(C(=O)NCc2ccc3c(c2)OCO3)n(CC2CC(c3cccnc3)=NO2)n1 (stereo not given)	4	4	-12	-0.4	1	i	12	-4	25
CCOc1ccc(NC(=S)NCCCN2CCN(C3CCCCC3)CC2)cc1	3	3	-2	0.3	-2	i	1	10	-11
O=C(NCCN1C(=O)S/C(=C\c2cccc(Cl)c2Cl)C1=O)C1=COCCO1	2	-5	-6	0.1	10	i	-16	-8	22
